# GLP1R inv ag: qHTS of GLP-1 Receptor Inverse Agonists (Inhibition Mode) | Glucagon-like peptide 1 receptor (Homo sapiens), P43220 | HEK293 GLP-1R CRE-luciferase, luminescence, 24 h; GLP-1R form is constitutively active | Potency, µM (titrated, usually from 38.3 µM), for the others: top-dose activity change, negative = inhibition, actives largely listed as inhibitors | 410,000 tested, 1.6% active | AID 624417, 2012; note: % is set by controls: 0 for no effect and ±100 for the full control effect; nearly all actives have a fitted effect of over 55% in size
# Target sequence (P43220 whole entry, looked up): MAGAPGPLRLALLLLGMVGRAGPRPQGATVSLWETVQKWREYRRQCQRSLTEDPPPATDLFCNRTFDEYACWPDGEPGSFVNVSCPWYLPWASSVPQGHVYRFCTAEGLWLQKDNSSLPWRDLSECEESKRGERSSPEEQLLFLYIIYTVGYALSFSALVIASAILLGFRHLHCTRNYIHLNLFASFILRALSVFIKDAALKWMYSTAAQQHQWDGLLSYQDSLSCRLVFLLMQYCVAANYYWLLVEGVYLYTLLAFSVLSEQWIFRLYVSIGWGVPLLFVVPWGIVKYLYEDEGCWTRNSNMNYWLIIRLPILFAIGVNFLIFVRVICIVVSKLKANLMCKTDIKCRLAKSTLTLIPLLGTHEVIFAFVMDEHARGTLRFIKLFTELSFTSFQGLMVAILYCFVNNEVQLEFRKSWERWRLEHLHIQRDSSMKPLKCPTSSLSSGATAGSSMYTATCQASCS
#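 Assay principle: reduced luminescence from a cAMP-responsive reporter in HEK293 cells co-expressing a constitutively active GLP-1R. Conditions: 24 hr compound incubation, 37 deg C, 5% CO2.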
# HT1080-NT tox: qHTS for induction of synthetic lethality in tumor cells producing 2HG: qHTS for the HT-1080-NT fibrosarcoma cell line. HT-1080-NT fibrosarcoma viability, CellTiter-Glo ATP luminescence, 48 h. Potency, µM (top dose mostly 46.1 µM), for the others: at the top dose activity, negative = less viability, actives largely listed as cytotoxic. 360,000 tested, 1.6% active. AID 686970, 2013;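 note: NT is the 2HG producing partner of a matched IDH1 knockdown line; 0% = DMSO-treated cells and -100% = media-only wells without cells; nearly all actives have a fitted effect of over 55% in size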
#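 HT-1080-NT fibrosarcoma cells (2HG-overproducing), 750 cells/well in RPMI with 5% FBS, dosed after 2 h and incubated 48 h at 37C. CellTiter-Glo luminescence normalized to DMSO and no-cell wells; concentration-response curves fitted and classed.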
# SW480 rerep: A quantitative high throughput screen for small molecules that induce DNA re-replication in SW480 colon adenocarcinoma cells; Potency, µM (highest dose often 46.1 µM), for the others: at the highest dose re-replication activation, actives largely listed as activators; SW480 DNA re-replication, Hoechst DNA content imaging, 48 h; AID 624297, 2012; 340,000 tested, 1.8% active; note: % of control where 0% means no effect; nearly all actives have a fitted effect of over 55% in size
#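 First, 250 cells per well were seeded. Next, compound or vehicle (23 nL) was pinned in, plates sat 48 hr at 37 C. Finally Hoechst was added for 40 min before fluorescence scanning.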
# HEK293 tox: qHTS of GLP-1 Receptor Inverse Agonists: Cytotox Screen; HEK293 cAMP-luciferase reporter cells, luminescence, 24 h; Potency, µM (doses to about 38.3 µM), for inactives: at the top dose activity change, negative = inhibition, actives largely listed as inhibitors; 410,000 tested, 0.13% active;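 note: loss of luciferase light is scored as toxicity; % is set by controls: 0 for no effect and ±100 for the full control effect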
#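 Cells in DMEM/10% Nu serum/1% pen-strep, 1536-well format. Pre-incubated 12 h, dosed with 23 nL compound, incubated a further 24 h. Luciferase detection, 12 min at room temp, luminescence.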
# KB-3-1 cytotox: qHTS assay for MDR1-selective chemotherapeutics: Primary screen using the parental adenocarcinoma cell KB-3-1 | KB-3-1 viability, CellTiter-Glo ATP luminescence, 72 h | Potency, µM (series often up to 46.1 µM), for inactives: at the highest dose activity change, negative = cytotoxic, hits mostly cytotoxic | 400,000 tested, 1.4% active | AID 1347075, 2019; note: % is set by controls: 0 for no effect and ±100 for the full control effect; nearly all actives have a fitted effect of over 60% in size
#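 KB-3-1 parental drug-naive adenocarcinoma cells in DMEM/10% FBS, incubated 72 h at 37 C with pin-transferred compounds across a concentration series. Viability by CellTiter-Glo luminescence; concentration-response curves fitted after normalization.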
# KB-V1 MDR tox: qHTS assay for MDR1-selective chemotherapeutics: Primary screen using the drug-selected MDR subline cells KB-V1. KB-V1 MDR cells viability, CellTiter-Glo, 72 h. Potency, µM (series often up to 46.1 µM), for the others: at the top dose activity change, negative = cytotoxicity, actives largely listed as cytotoxic. 400,000 tested, 3.4% active; note: % is set by controls: 0 for no effect and ±100 for the full control effect; nearly all actives have a fitted effect of over 60% in size
#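 Cytotoxicity toward P-gp-expressing KB-V1 cells was determined as loss of CellTiter-Glo luminescence after 72 h at 37 degrees C. Compounds were tested in quantitative HTS format across a concentration range, with curves fitted to normalized data.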
# HT1080 IDH1KD tx: qHTS for induction of synthetic lethality in tumor cells producing 2HG: qHTS for the HT-1080-IDH1KD cell line | HT-1080 IDH1 knockdown viability, ATP luminescence, 48 h | Potency, µM (titrated, usually from 46.1 µM), inactives show at the highest dose activity, negative = toxicity, actives largely listed as cytotoxic | 360,000 tested, 2% active;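 note: 0% = DMSO wells and -100% = cell-free medium wells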
#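 IDH1KD HT-1080 cells, 750/well, RPMI + 5% FBS; compound pinned after 2 h settling; 48 h, 37 °C; CellTiter-Glo luminescence; % activity normalised to DMSO and no-cell wells; curves fitted, classed by r2 and efficacy.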
# GLP1R ag: qHTS of GLP-1 Receptor Agonists; Glucagon-like peptide 1 receptor (Homo sapiens), P43220; 380,000 tested, 0.007% active; AID 624172, 2012; Potency, µM (series often up to 45.6 µM), for inactives: at the top dose activation, most hits filed as activators; HEK293 GLP-1R CRE-luciferase, luminescence, 4-6 h; cells express a hypersensitive GLP-1R form; note: % of control where 0% means no effect
# TDP-43 yeast inh: qHTS of TDP-43 Inhibitors. TDP-43 expressing yeast growth rescue, BacTiter-Glo, 24 h. 410,000 tested, 1.8% active. Potency, µM (highest dose often 46.1 µM), inactives show top-dose growth rescue (activation), actives largely listed as activators; note: % of control where 0% means no effect; nearly all actives have a fitted effect of over 50% in size
#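 Growth rescue of TDP-43-toxic yeast measured as ATP luminescence (BacTiter-Glo). Cells grown to mid-log in raffinose, induced in galactose at OD600=0.02, exposed to compound 24 hr at 30 deg C.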
# * marks the source's active call; other numbers are inactive results; ? = inconclusive; · = no result given; [ ] = dose if it differs, or a comment. Calls come from the whole dose curve; as a rule, active = well fitted curve in the direction sought with a large enough effect; inconclusive = small, poorly fitted or top-dose-only effect, or another doubt; inactive = no such curve, though single readings can be large; an effect the other way counts as inactive or inconclusive. Potency is the fitted concentration of half-maximal effect.
SMILES,GLP1R inv ag,HT1080-NT tox,SW480 rerep,HEK293 tox,KB-3-1 cytotox,KB-V1 MDR tox,HT1080 IDH1KD tx,GLP1R ag,TDP-43 yeast inh
COc1ccc(C/C(N)=N/OC(C)=O)cc1OC,7%,6%,-3%,5%,0%,-3%,13%,2%,10%
O=C(Cc1ccc(NC(=O)N2CCCCc3ccccc32)cc1)NCc1ccccc1Br,?,·,·,4%,17%,-1%,·,·,20%
CC(C)(C)NC(=O)C(=O)NN=C1CCCCCCC1,-12%,0%,1%,5%,18%,0%,-2%,10%,-7%[1.82 µM]
O=C(NCc1ccc2c(c1)OCO2)C(=O)NCC1CCCO1 (stereo not drawn),5%,17%,-32%[inhibitor],17%,3%,10%,14%,4%,-15%
COc1ccc(OCC(=O)Nc2cccc(-c3nc4ccccc4o3)c2)cc1,0%,-10%,2%,-5%,5%,4%,-6%,-3%,18%
CC1=C(C(=O)N(C(C)C)C(C)C)CC(CC(=O)NCC2CCCCC2)C(=O)N1Cc1ccc(F)cc1 (stereo not drawn),?,-11%,·,0%,0%,0%,-9%,-1%,12%
CN1CCN(S(=O)(=O)c2cccc(C(=O)Oc3cccc(Br)c3)c2)CC1,?,0%,0%,16%,-20%,14%,15%,-15%,4%
COC(=O)c1cc(Br)c(=O)n(-c2ccccn2)c1,16%,-3%,-10%,18%,-11%,-8%,-7%[9.24 µM],-4%,2%
Cc1ccc(CNc2cc(C)nc3nc(-c4ccc(C)cc4)nn23)cc1,1%,·,·,0%,-16%,-24%,·,9%,24%
COc1ccc(NC(=O)CSc2nnc(-c3cccs3)n2N)c(OC)c1,11%,10%,-4%,-4%,-4%,-1%,3%,-2%,15%
O=C(CCC(=O)N1CCOc2ccccc21)NCCCN1CCN(Cc2ccccc2)CC1,-3%,-13%,5%,4%,-3%,5%,-2%,-2%,12%
CC(C)(CNS(=O)(=O)c1ccc(Br)s1)N1CCOCC1,-2%,-8%,3%,-8%,5%,-23%,-1%,4%,-16%
O=C(COc1ccc(/C=N/NC(=O)c2ccc(O)cc2)cc1)Nc1ccc([N+](=O)[O-])cc1,13%,12%,-3%,-5%,-11%,2%,3%,7%,-15%
CC(C)[C@H](NC(=O)c1ccco1)C(=O)OCC(=O)c1ccc2c(c1)NC(=O)CO2,3%,-5%,0%,-8%,-1%,4%,-5%,1%,5%
O=C(Cn1c(=O)sc2ccccc21)N1CCOCC1,5%,16%,18%,5%,0%,5%,0%,-2%,-13%
CCc1ccc(NC(=O)Cn2nc(SC)c(S(=O)(=O)c3ccc(OC)cc3)c2N)cc1,7%,·,·,2%,16%,?,·,·,10%
Cc1ccn2cc(C34CC5CC(CC(C5)C3)C4)nc2c1,?,-1%,21µM*,?,-2%,-3%,-12%,27%,-4%
COc1ccc(NC(=O)Cc2cccc(F)c2)cc1S(=O)(=O)Nc1ccccc1Cl,?,?,-6%,-8%,7%,?,?,8%,0%
Cc1ccc(C(=O)N/C(=C/c2cccs2)C(=O)NCCc2c[nH]c3ccccc23)cc1,-27%,2%,33%,-14%,-9%,?,3%,-37%[inhibitor],0%
COc1ccc(CCNC(=O)CN(CCc2ccccc2)S(C)(=O)=O)cc1OC,-2%[7.66 µM],-7%,6%,-4%[7.66 µM],-6%,-12%,-6%,7%,-28%[9.22 µM]
O=C(Nc1cccc(S(=O)(=O)N2CCCC2)c1)c1cccc(OC(F)F)c1,?,-18%,-32%[inhibitor],-7%,0%,-10%,-21%,13%,-5%
Cc1ccc(S(=O)(=O)N(C)C)cc1NC(=O)C1CCC1,2%,14%,-15%,0%,-3%,0%,8%,10%,-5%
CC1=C/C(=C/N(C)C)C(=O)O1,13%,-8%,14%,3%,-8%,-23%,-4%,5%,8%
CCOC(=O)c1c(C)oc2c(CC(=O)c3ccccc3)c(Cl)c(O)c(O)c12,0%,-9%,18%,?,-20%,?,-3%,7%,-2%
COC(=O)c1ccc2ccn(CC(=O)NC3CCCCC3)c2c1,-10%,6%,-3%,-10%,-3%,16%,5%,-1%,12%
SMILES,GLP1R inv ag,HT1080-NT tox,SW480 rerep,HEK293 tox,KB-3-1 cytotox,KB-V1 MDR tox,HT1080 IDH1KD tx,GLP1R ag,TDP-43 yeast inh
CCN1CCN(C(=O)c2cc3c(-c4ccc(Cl)cc4)nn(C)c3s2)CC1,?,-29%,5%,7%,14%,-2%,-13%,12%,3%
CC(O)CNc1nc2c(c(=O)n(Cc3ccc(Br)cc3)c(=O)n2C)n1C (stereo not drawn),14%,-6%,0%,-11%,2%,6%,-4%,11%,-6%
COc1ccc(-c2noc(CSc3nc(N)c(-c4ccccc4)c(=O)[nH]3)n2)cc1,-13%,-5%,0%,-6%,2%,0%,-1%,-3%,-26%
COc1cc(NC(=O)C2CCN(c3nnc(C)c4c(C)n(-c5ccccc5)nc34)CC2)cc(OC)c1,14%,·,·,-12%,-7%,?,·,·,3%
O=C(OCCN1CCCC1=O)c1cncc(Br)c1,12%,3%,0%,3%,0%,8%,5%,-10%,-11%
CCCC(=O)N1CCN(c2ccc(NC(=O)c3sc4ccccc4c3Cl)cc2)CC1,8%,12%,-12%,-3%,13%,0%,2%,-2%,4%
CCCNC(=O)C1(CC2CC(c3ccccc3)=NO2)CCN(C(=O)CCCCCBr)CC1 (stereo not drawn),10%,-1%,?,-6%,0%,0%,1%,6%,2%
O=C(O)/C=C\C(=O)NNC(=O)c1cc(-c2ccccc2)n[nH]1,28%,-14%,0%,0%,8%,?,1%,5%,14%
CCc1cccc(NC(=O)CCSCCC(=O)Nc2cccc(CC)c2)c1,?,10%,0%,-14%,-5%,0%,12%,-1%,18%
N#Cc1c(-c2ccccc2)cc(-c2ccccc2)[nH]c1=O,1%,-13%,10%,2%,1%,19%,0%,3%,15%
CN=C(Nc1cc(C)nn1-c1ccccc1)c1ccccc1,7%,3%,0%,4%,3%,0%,-6%,0%,-20%
Cc1ccc(C)c(NC(=O)COC(=O)c2nn(C)c(=O)c3ccccc23)c1,32%[activator],9%,0%,13%,-18%,16%,3%,-8%,20%
COc1cccc(/C=C/C(=O)OCC(=O)Nc2ccc(Cl)c(S(=O)(=O)N(C)C)c2)c1OC,10%,16%,-5%,16%,2%,0%,18%,0%,10%
O=C(C1=C(O)C(=O)N(Cc2ccco2)C1c1ccccc1)c1cccs1 (stereo not drawn),-12%,19%,8%,-22%,6%,1%,16%,-8%,-1%
COc1ccc(CNC(=O)Nc2nnc([C@@H]3C[C@H](O)[C@@H](CO)O3)s2)cc1,-21%,-6%,·,6%,0%,-11%,-5%,3%,-20%
O=C(Nc1ccc(F)cc1)c1cn(-c2ccccc2)nc1-c1ccncc1,?,-19%,7%,-3%,?,?,-16%,0%,4%
CNC(=O)C[C@H]1C(=O)N(c2ccccc2)C[C@@H]1CSC,10%,-2%,·,-8%,6%,-5%,2%,7%,24%
COc1ccccc1C(C)Nc1ccc(S(=O)(=O)N2CCN(C)CC2)cc1[N+](=O)[O-] (stereo not drawn),?,-9%,-16%,-13%,-9%,-13%,-14%,20%,11%
CCOC(=O)c1c(/N=C/C2=C(O)CCCC2=O)sc(C)c1C,6%,-2%,-3%,21%,3%,2%,-18%,5%,-11%
COC(=O)COc1cccc(NS(=O)(=O)c2cccc([N+](=O)[O-])c2)c1,5%,0%,1%,-2%,-5%,1%,4%,2%,5%
COc1ccccc1NC(=S)N1CCn2cccc2C1c1cccnc1 (stereo not drawn),-6%,2%,-4%,7%,17%,-26%,12%,12%,15%
CN(CC(=O)Nc1ccc(F)cc1)C(=O)CSc1nncs1,10%,3%,-17%,-2%,4%,-13%,2%,-6%,-2%
COc1ccc(Br)cc1C(=O)N/N=C/c1cccnc1,8%,19%,-5%,3%,7%,25%,8%,14%,5%
Nc1nc(NCCCN2CCOCC2)nc(Nc2ccccc2F)c1[N+](=O)[O-],36%,0%,-4%,13%,0%,-20%,-1%,24%,-15%
CCN1CCCC1CNC(=O)Cn1cccc1C(=O)c1ccccc1 (stereo not drawn),-14%,8%,4%,1%,-1%,-2%,12%,0%,-5%
CCCCONc1ncnc2nonc12,11%,13%,-2%,12%,-6%,?,10%,0%,-16%
CC[N+](CC)=N/N=C1\C=CC[N+]([O-])=C1,21%,19%,·,0%,13%,2%,?,1%,9%
COc1ccc(-c2cc(C(F)(F)F)nc(SCc3cccc(C(=O)O)c3)n2)cc1,-22%,5%,-5%,-5%,4%,-13%,-2%,-2%,-13%
O=C1C(=NO)CCCc2ccccc21,4%,9%,3%,-6%,25%,?,5%,-1%,10%

# Some of the entries so far, tab-delimited.
molecule	GLP1R inv ag	HT1080-NT tox	SW480 rerep	HEK293 tox	KB-3-1 cytotox	KB-V1 MDR tox	HT1080 IDH1KD tx	GLP1R ag	TDP-43 yeast inh
N#Cc1c(-c2ccccc2)cc(-c2ccccc2)[nH]c1=O	1%	-13%	10%	2%	1%	19%	0%	3%	15%
CN=C(Nc1cc(C)nn1-c1ccccc1)c1ccccc1	7%	3%	0%	4%	3%	0%	-6%	0%	-20%

# In another format: entries from further up
# Order of values: GLP1R inv ag	HT1080-NT tox	SW480 rerep	HEK293 tox	KB-3-1 cytotox	KB-V1 MDR tox	HT1080 IDH1KD tx	GLP1R ag	TDP-43 yeast inh
CN=C(Nc1cc(C)nn1-c1ccccc1)c1ccccc1
 : 7%	3%	0%	4%	3%	0%	-6%	0%	-20%
COc1ccccc1NC(=S)N1CCn2cccc2C1c1cccnc1 (stereo not drawn)
 : -6%	2%	-4%	7%	17%	-26%	12%	12%	15%

# From PubChem
